Assay outcomes: PubChem BioAssay, National Center for Advancing Translational Sciences (NCATS)
AmpC inh detg: qHTS Inhibitors of AmpC Beta-Lactamase (assay with detergent); P00811; AmpC hydrolysis of nitrocefin, absorbance 480 nm, 0.01% Triton; Potency, µM (series often up to 114 µM), for inactives: top-dose activity change, negative = inhibition, most hits filed as inhibitors; actives 0.041% (n = 370,000);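 also: potency is read from the fitted curve at half-maximal effect; 0% = no-compound wells and -100% = no-enzyme wells; nearly all actives have a fitted effect of over 25% in size; some results filed as inactive show a strong effect at the top dose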
Target sequence (P00811 whole entry, looked up): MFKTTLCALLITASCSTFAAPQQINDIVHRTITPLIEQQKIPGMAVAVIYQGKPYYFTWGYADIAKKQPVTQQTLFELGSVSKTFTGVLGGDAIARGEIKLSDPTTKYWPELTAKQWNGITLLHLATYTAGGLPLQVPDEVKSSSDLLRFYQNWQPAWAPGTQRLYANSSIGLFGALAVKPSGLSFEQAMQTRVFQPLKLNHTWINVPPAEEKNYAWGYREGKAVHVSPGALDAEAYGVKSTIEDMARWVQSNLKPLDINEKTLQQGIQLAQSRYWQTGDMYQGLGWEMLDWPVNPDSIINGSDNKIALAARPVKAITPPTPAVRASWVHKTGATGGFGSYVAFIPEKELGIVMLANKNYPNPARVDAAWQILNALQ
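AmpC (5.3 nM in the dispensed reagent) in 20 mM phosphate pH 7.0 with 0.01% (detergent screen) or 0.0001% Triton X-100 was preincubated with compounds for 15 min at room temperature. Nitrocefin was then added from an 800 uM solution, and hydrolysis was followed at 480 nm.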
Giardia FBPA inh: qHTS Assay for Inhibitors of Fructose-1,6-bisphosphate Aldolase from Giardia Lamblia; purified Giardia FBPA; actives 0.71% (n = 290,000); Potency, µM (titrated, usually from 59.6 µM), inactives show at the highest dose activity, negative = inhibition, actives largely listed as inhibitors; AID 2451, 2010; A8B2U2; also: potency is read from the fitted curve at half-maximal effect; nearly all actives have a fitted effect of over 55% in size
Target sequence (A8B2U2 whole entry, looked up): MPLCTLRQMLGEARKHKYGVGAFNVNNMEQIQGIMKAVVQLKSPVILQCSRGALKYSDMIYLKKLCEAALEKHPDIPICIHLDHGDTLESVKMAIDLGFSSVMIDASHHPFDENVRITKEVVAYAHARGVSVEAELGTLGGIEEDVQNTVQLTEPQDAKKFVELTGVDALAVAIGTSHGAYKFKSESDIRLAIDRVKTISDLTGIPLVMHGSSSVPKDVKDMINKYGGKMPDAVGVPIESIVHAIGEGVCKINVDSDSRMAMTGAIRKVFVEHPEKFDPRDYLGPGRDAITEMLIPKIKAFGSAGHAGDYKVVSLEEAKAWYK
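Giardia FBPA (40 nM reagent) was preincubated 10 min at RT with compound (up to 57.5 uM final), then substrate plus GAPDH/TPI/NAD/arsenate coupling system with diaphorase/resazurin was added; resorufin fluorescence (525/598 nm) was read after 20 min.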
Sm TGR block: qHTS Assay for the Inhibitors of Schistosoma Mansoni Peroxiredoxins. purified TGR, DTNB reduction, TNB absorbance 405 nm. Potency, µM (titrated, usually from 114 µM), inactives show top-dose activity change, negative = inhibition, actives largely listed as inhibitors. actives 3% (n = 360,000). AID 485364, 2010; also: potency is read from the fitted curve at half-maximal effect; nearly all actives have a fitted effect of over 60% in size
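First, TGR (20 nM dispensed) and NADPH were mixed with compound. Second, a 15 min room-temperature incubation followed. Third, further NADPH and then DTNB were added to start the reaction. Finally, TNB absorbance was monitored kinetically.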
AmpC inh no detg: qHTS Inhibitors of AmpC Beta-Lactamase (assay without detergent) | actives 0.52% (n = 330,000) | Potency, µM (series often up to 57.1 µM), for inactives: top-dose activity change, negative = inhibition, hits mostly inhibitors | AmpC nitrocefin hydrolysis, absorbance 480 nm, 0.0001% Triton | AID 485341, 2010;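 also: potency is read from the fitted curve at half-maximal effect; plate controls were no compound for no effect and no enzyme for full effect; nearly all actives have a fitted effect of over 20% in size; some results filed as inactive show a strong effect at the top dose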
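AmpC (5.3 nM in the dispensed reagent) in 20 mM phosphate pH 7.0 with 0.01% (detergent screen) or 0.0001% Triton X-100 was preincubated with compounds for 15 min at room temperature. Nitrocefin was then added from an 800 uM solution, and hydrolysis was followed at 480 nm.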
HCMV inh: qHTS Assay for inhibitors of the human cytomegalovirus (HCMV); HFF cells, HCMV-luciferase reporter, 72 h; stronger effect = lower value; activity change, negative = inhibition, % at 57.5 µM; actives 4.5% (n = 410,000); in the data active = activity change below about -60%; inconclusive = no clear call, values can overlap the other calls; inactive = above about -39%
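Cell-based, HFFs, 1000 cells/well, 16 h 37C; cpds in DMSO + HCMV-luc, MOI 1 PFU/cell; 72 h 37C; OneGlo luminescence after 5 min RT; norm. to buffer vs Salinomycin 10uM.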
HCV inh: qHTS Assay for Inhibitors of Hepatitis C Virus (HCV); Huh7.5.1 HCVcc-Cre infection, luciferase reporter, 44 h; Potency, µM (highest dose often 41.8 µM), without a hit: top-dose activity change, negative = inhibition, usual class: inhibitors; actives 3.4% (n = 340,000); AID 651820, 2012; also: potency is read from the fitted curve at half-maximal effect
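Cells seeded at 1,000/well and cultured 4 h, then compounds added followed by HCVcc-Cre virus (~0.5 moi). After 44 h further culture, luciferase substrate was added, plates held 15 min at room temperature, and luminescence read for 15 sec.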
An asterisk follows results filed as active; ? = inconclusive; . = not tested or not shown; & = joins results of further samples; ! = repeats disagree; [ ] = another dose, or the depositor's remark. Unless noted, calls follow the shape of the dose curve; as a rule, active = well fitted curve in the direction sought with a large enough effect; inconclusive = small, poorly fitted or top-dose-only effect, or another doubt; inactive = no such curve, though single readings can be large; an effect the other way counts as inactive or inconclusive. Unless noted, % is scaled to controls: 0 for no effect and ±100 for the full control effect.

SMILES	AmpC inh detg	Giardia FBPA inh	Sm TGR block	AmpC inh no detg	HCMV inh	HCV inh
CCOC(=O)CC(=O)CSc1nc2sc(C)cc2c(=O)n1Cc1ccco1	-1.4%	0.2%	-10.4%	-38.8%	-25.2	?
Cc1cc(C)c(S(=O)(=O)N(C)CC(=O)NC2CCCC2)c(C)c1	0.2%	-1.7%	-5.6%	-22.7%	?	0.5%
C[C@@H]1CN([C@H](C)CO)C(=O)Cc2cc(NS(=O)(=O)c3ccc(F)cc3)ccc2O[C@H]1CN(C)Cc1ccc(C(=O)O)cc1	.	.	.	-20.2%	-26.9	8.7%
O=C(O)C1CCC(N2C(=O)c3cccc([N+](=O)[O-])c3C2=O)CC1 (stereo not drawn)	0.1%	4.9%	-14.3%	-9.4%	-7.0	8.7%
Cc1cccc(CS(=O)(=O)Cc2ccc(C(=O)NCC3CCCO3)o2)c1 (stereo not drawn)	-0.1%	-0.1%	?	-0.2%	-22.9	27.1%
CC(C)[C@H](N)c1cn([C@@H](CO)C(=O)N2CCNCC2)nn1	?	.	?	-23.5%	9.0	14.7%
COc1ccc([N+](=O)[O-])cc1NC(=O)Nc1ccc(OC)c(OC)c1	-13.9%	-19.6%	-1.0%	-10.2%[2.29 µM]	-72.4*	2.82µM*
O=C1N/C(=C\c2ccccc2)c2ccccc21	0.3%	-11.3%	4.4%	-4.7%	119.7	7.08µM*
Cn1ccnc1C(=O)c1ccc(NN)c([N+](=O)[O-])c1	?	-4.3%	?	-32.4%	-10.9	7.7%
Cc1cc(N2C(=O)C(O)=C(C(=O)c3ccc(C)o3)C2c2ccc(OCc3ccccc3)cc2)no1 (stereo not drawn)	1.9%	.	?	-42.7%	-16.0	-12.7%
CCOC(=O)C1=C(C)OC(N)=C(C#N)C1c1ccc(OC)c(CSc2ccccn2)c1 (stereo not drawn)	-12.0%	-8.4%	25.1µM*	-11.6%	-19.4	-0.9%
Cc1ccc(NCCC(=O)c2ccccc2)cc1Cl	-4.8%	-7.2%	-34.4%	-24.5%	18.6	-11.6%
CC(=O)c1ccc(NC(=O)CCc2nnc3ccc(N4CCC5(CC4)OCCO5)nn23)cc1	-2.1%	-11.3%	-8.6%	15.3%	73.5	12.5%
Cc1ccc(S(=O)(=O)N2CCCC(C(=O)NCCCN3CCCCC3C)C2)cc1 (stereo not drawn)	-6.4%	2.0%	-20.9%	-12.9%	3.5	-10.9%
COc1ccc(NC(=O)c2c(C)nn(Cc3ccccc3Cl)c2Cl)cc1Cl	-4.5%	6.0%	-6.6%	-6.7%	47.4	?
CCN(CC)CCn1c(NCc2ccc(OC)cc2)nc2ccccc21	-2.7%	9.2%	0.0%	.	-100.3*	?
CCOc1ccccc1Nc1nc2ccccc2[nH]1	0.0%	-0.3%	6.4%	-16.7%	-16.2	?
CCc1nccn1S(=O)(=O)c1ccc(Br)cc1Br	-18.2%	-18.9%	7.9%	-23.7%	-6.3	9.5%
O=C(COC(=O)c1c(Cl)cccc1Cl)Nc1ccccc1Br	-7.4%	0.5%	2.5%	-13.6%	1.6	-13.9%
NCC(=O)NNC(=O)OCC1c2ccccc2-c2ccccc21	-14.4%	7.1%	4.3%	-17.6%	22.0	-5.0%
COc1ccc(CNC(=O)C2CCC(CNc3nc(=S)[nH]c4ccccc34)CC2)cc1 (stereo not drawn)	2.7%	0.9%	6.5%	-31.8%	.	.
CCCNc1nc(NCC)nc(OC)n1	1.2%	.	8.5%	-3.1%	?	-0.5%
O=C1c2c(O)cccc2Cc2cccc(O)c21	5.2%	-10.9%	23.1%	-27.0%	.	15.0%
CN(c1ccccc1)S(=O)(=O)c1cccc(NC(=O)CC(C)(C)C)c1	?	1.8%	-19.0%	-14.6%	-1.6	?
CN(C)S(=O)(=O)c1cc(C(=O)NCC2CCCO2)c(Cl)cc1Cl (stereo not drawn)	1.4%	1.1%	-3.9%	?	45.3	5.7%

The last five entries of the part above come first, to join the parts.
SMILES	AmpC inh detg	Giardia FBPA inh	Sm TGR block	AmpC inh no detg	HCMV inh	HCV inh
COc1ccc(CNC(=O)C2CCC(CNc3nc(=S)[nH]c4ccccc34)CC2)cc1 (stereo not drawn)	2.7%	0.9%	6.5%	-31.8%	.	.
CCCNc1nc(NCC)nc(OC)n1	1.2%	.	8.5%	-3.1%	?	-0.5%
O=C1c2c(O)cccc2Cc2cccc(O)c21	5.2%	-10.9%	23.1%	-27.0%	.	15.0%
CN(c1ccccc1)S(=O)(=O)c1cccc(NC(=O)CC(C)(C)C)c1	?	1.8%	-19.0%	-14.6%	-1.6	?
CN(C)S(=O)(=O)c1cc(C(=O)NCC2CCCO2)c(Cl)cc1Cl (stereo not drawn)	1.4%	1.1%	-3.9%	?	45.3	5.7%
CN(CC(=O)NCc1cccnc1)S(=O)(=O)c1ccc2c(c1)c(=O)n(C)c(=O)n2C	?	0.7%	8.0%	-10.6%	29.4	18.9%
COc1ccc(N2CCN(C(=O)c3cc4ccccc4o3)CC2)cc1	1.4%	.	-2.4%	21.9%	-17.7	5.2%
COc1ccc(OC)c(NC(=O)CCc2nnc3ccc(NCc4ccco4)nn23)c1	-6.8%	.	-19.9%	53.6%	91.2	14.1%
Cn1nc(C(F)(F)F)c(C(=O)Nc2ccc(F)cc2)c1Cl	1.8%	-1.3%	0.5%	-18.2%	?	-10.4%
COc1cccc(CNC2CN3CCC2CC3)c1OC (stereo not drawn)	-14.7%	-12.0%	0.3%	-7.2%	36.6	5.1%
Cn1c(CNC(=O)c2ccco2)nnc1SCC(=O)N1CCN(c2ccccc2F)CC1	-14.1%	7.7%	-1.2%	0.5%	8.6	4.3%
Cc1ccc(NC(=O)CN2C(=O)NC(Cc3ccccc3)C2=O)cc1 (stereo not drawn)	?	2.8%	-12.6%	-0.5%	10.7	2.3%
O=C1CS/C(=C\[N+](=O)[O-])N1c1ccccc1	7.0%	-7.8%	9.1%	-24.4%	23.4	13.3%
Cc1cccc(C)c1NC(=S)NC(=O)c1ccccc1F	0.2%	3.9%	-18.2%	-9.9%	-27.4	-5.6%
Cc1ccc(C(=O)Nc2nnc(SCC(=O)N3CCCc4ccccc43)s2)cc1	0.6%	15.1%	5.5%	-16.5%	-19.8	15.2%
Cc1cc(-c2ccccc2)nc(N2CCC(C(=O)NC(C)C)CC2)n1	-0.8%	4.1%	-17.3%	-20.6%	67.4	?
COc1ccc(Cl)cc1C(=O)NNC(=S)NC1CCCCC1	3.2%	6.3%	3.0%	-23.5%	59.3	17.4%
COc1ccc(-n2c(N)c(C(=O)Nc3c(C)n(C)n(-c4ccccc4)c3=O)c3nc4ccccc4nc32)cc1	3.3%	-16.5%	-28.2%	58.3%[activator]	-26.9	-10.6%
O=C(CSc1ccc(-c2ccccn2)nn1)Nc1ccc(F)c(F)c1	4.2%&-13.5%	.	23.8%&5.3%	-32.2%	-90.1*!	10µM*
CCNC(=S)N/N=C/c1cc(Br)cc(Br)c1OC	-12.2%	-1.3%	-1.0%	-27.1%	-21.5	3.7%
Brc1ccc(-c2nnc3c4ccccc4nc(N4CCOCC4)n23)cc1	-4.0%	1.3%	-1.7%	-21.0%	-21.5	33.1%[activator]
COCC(=O)Nc1cc(OC)cc(OC)c1	?	-7.7%	-0.4%	-19.7%	36.4	14.2%
NC(=O)C1CCN(CC(=O)NC(=O)NC2CCCC2)CC1	2.9%	1.4%	-2.4%	-25.5%	49.3	21.5%
COc1cccc(-c2nc(CS(=O)(=O)CC(=O)NCCc3ccc(C)cc3)c(C)o2)c1	0.8%	-0.9%	-10.0%	54.9%	11.7	-11.5%
Cc1oc2c(c1C(=O)NCCCC(=O)O)CCCC2	-1.0%	-2.7%	-1.7%	-12.9%	-12.9	20.5%
Cc1cc2ncn(C(=O)c3ccc(F)cc3)c2cc1C	-15.7%	-0.7%	-3.7%	-10.6%	-38.3	18.6%
Cn1ncc(Br)c1C(=O)NC1CCCCC1	-16.5%	1.3%	-7.8%	-3.8%	-5.4	6.4%
COc1ccc(NC(=O)Cn2ccn(Cc3ccccc3)c(=O)c2=O)cc1Cl	5.0%	.	-8.4%	.	-36.7	.
CCn1c(=O)c2cc(C(=O)Nc3cccc(C(F)(F)F)c3)sc2c2ccccc21	14.9%	.	6.8%	.	-35.8	.
Cc1cc(Cl)cc(C)c1OCCNCc1ccccc1	-14.2%	?	-21.8%	11.1%	10.1	2.7%
Further results:
SMILES	AmpC inh detg	Giardia FBPA inh	Sm TGR block	AmpC inh no detg	HCMV inh	HCV inh
CCOC(=O)N1CCN(C(=O)COC(=O)c2cc(C)ccc2C)CC1	.	.	.	15.7%	10.7	-2.4%
CC(=O)c1cc2c(cc1NS(=O)(=O)c1ccc3c(c1)OCCO3)OCO2	-8.7%	6.3%	1.2%	-47.7%	?	?
Cc1cc(SCC#N)nc2ccccc12	-5.5%	-5.2%	20.2%	-23.3%	-7.0	-1.1%
CCn1c(C(C#N)/C(=N\S(=O)(=O)c2cccs2)c2ccccc2)nc2ccccc21 (stereo not drawn)	?	?	3.7%	-52.2%	5.6	-1.6%
COc1cccc(CNC(=O)CN2N=C(c3ccc(C)cc3)CCC2=O)c1	9.8%	.	52.3%[activator]	.	-38.7	.
NC(=O)c1c(NC(=O)C(=O)NCCCN2CCOCC2)sc2c1CCCC2	-5.8%	.	0.2%	-1.2%	-17.1	10.1%
Cc1ccccc1-c1ccc(=O)n(CC(=O)Nc2ccc(S(=O)(=O)N(C)C)cc2)n1	3.2%	-0.4%	.	46.6%	-16.1	-29.5%
C=CCOc1ccc(CN(C)c2ccc(S(=O)(=O)N3CCN(C)CC3)cc2[N+](=O)[O-])cc1	5.0%	.	-1.0%	161.4%[activator]	-31.1	?
Cc1cccc(-n2ncc3c(NNC(=O)c4ccco4)ncnc32)c1	-12.6%	2.3%	?	-23.3%	6.4	-7.6%
Cn1cnc(S(=O)(=O)N2CCC(C(=O)NCc3ccc(Cl)cc3)CC2)c1	-9.2%	.	-0.2%	.	3.1	.
CNC(=O)CCc1ccc(OC)cc1	-3.2%	2.1%	-3.9%	3.0%	31.5	12.4%
CN1C(C)(C)CCCC1(C)C	-9.2%	-2.5%	-4.9%	-13.3%	?	?
O=C(NCc1cccnc1)C1c2ccccc2C(=O)N1C1CCCCCC1 (stereo not drawn)	-8.3%	8.5%	0.7%	119.6%[activator]	16.4	26.4%
O=C(Oc1cccc2cccnc12)c1ccco1	-1.9%	-3.6%	-18.5%	-14.1%	-17.9	?
COc1cccc(C(=O)N2CCC(C(=O)NCc3ccco3)CC2)c1	-0.9%	-2.9%	-11.0%	-8.3%	22.4	8.9%
CCNC(=S)NN(c1ccccc1)c1ccccc1	-8.2%	-1.2%	-8.3%	-13.6%	-2.1	-1.5%
COC(=O)Cn1cc(C=C2C(=O)N(C)C(=O)N(C)C2=O)c2ccccc21	?	-4.7%	-33.9%	-3.5%	0.2	16.2%
